Cav3 T inh: human Cav3.2 channel inhibition, primary screen. O95180. Cav3.2-expressing cells, Fluo-4 calcium fluorescence FDSS; hits give low values. B-score at 10 µM. 100,000 compounds, 4% hits;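 active = single-dose well whose peak fluorescence ratio is a statistical outlier from its plate by either plate-standardised score or position-corrected B-score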
Active calls of the source: *. The list is partial; count on the stated rates, not on these rows.

SMILES | Cav3 T inh
CC(Nc1nc(N2CCCCC2)nc2ccccc12)c1ccccc1 (stereo not given) | -7*
COCCCNC(=O)c1nc2c(nnn2Cc2cc(C)ccc2C)c(=O)[nH]1 | -3
COC(=O)c1ccccc1NC(=O)CN1CCN(C23CC4CC(CC(C4)C2)C3)CC1 | 1.3
O=C(CNCCC1=CCCCC1)Nc1ccc(N2CCCCCC2)cc1 | -5.1*
CCOC(=O)c1ccc(NC(=O)CC2NCCNC2=O)cc1 (stereo not given) | 0.54
CC(C)c1nc(N2CCOCC2)c(C#N)c2c1CCCC2 | -5*
CCCCOc1ccccc1C1NC(=O)NC(C)=C1C(=O)OCc1ccco1 (stereo not given) | -0.89
CN1C(=O)C(O)(CC(=O)c2ccc3c(c2)OCO3)c2ccccc21 (stereo not given) | -2.3
CCOC(=O)N1CCN(C(=O)CN(C2CCCCC2)S(=O)(=O)c2c(C)cc(C)cc2C)CC1 | -2.8
CN(C)c1ncnc2c1NC1=C(S2)C(=NCCCC(=O)O)CC(C)(C)C1 | -0.44
CCCCNC(=O)c1ccccc1NC(=O)CCSc1ccccc1 | -2.9
C/C(=N\NC(=O)C1CC1c1ccccc1)c1cccs1 (stereo not given) | -0.28
O=C(OC1CCOC1=O)c1ccc(S(=O)(=O)N2CCCCCC2)cc1 (stereo not given) | 2.3
CCOC(=O)CCCCC(=O)c1[nH]c(=O)[nH]c1CSCCO | 0.24
CCN(CC)C(=O)Cn1nc(C)c2ccccc2c1=O | 1.2
O=S(=O)(Cc1ccccc1)NCC1CCCO1 (stereo not given) | 1.3
COc1cc(OC)c(NC(=O)c2ccco2)cc1Cl | -0.0088
COc1ccc(Cl)c(NC(=O)Cn2nnc(-c3ccccc3N)n2)c1 | 0.12
CCN1CCN(C(=O)c2cn(CCOC)c(=O)c3c2c2ccccc2n3C)CC1 | -1.1
COc1ccc(CCn2c(C)c(C(C)=O)c3cc(OC(=O)c4ccco4)ccc32)cc1OC | 1.7
CCCCCOc1ccc(C(=O)N(Cc2ccco2)C2CCS(=O)(=O)C2)cc1 (stereo not given) | -0.77
Nc1cc(C(=O)O)ccc1Nc1ccc(F)c(F)c1 | -0.015
O=C(c1cccc(COc2ccc(Cl)cc2Cl)c1)N1CCN(c2ccccn2)CC1 | -6.2*
Cn1c(NCC(O)c2ccccc2)nc2c1c(=O)n(Cc1ccc(Cl)cc1)c(=O)n2C (stereo not given) | -2.8
CCOC(=O)c1ccc(-n2c(C)nc3c(cnn3-c3ccccc3C)c2=O)cc1 | 0.22

An excerpt of these results, in CSV form.
canonical_smiles,Cav3 T inh
CCOC(=O)CCCCC(=O)c1[nH]c(=O)[nH]c1CSCCO,0.24
CCN(CC)C(=O)Cn1nc(C)c2ccccc2c1=O,1.2

Next part.
SMILES | Cav3 T inh
O=C(c1ccc(Cl)c(Cl)c1)N1CCOCC1 | 0.067
CN(C)S(=O)(=O)c1ccc(NC(=O)N2CCN(c3cccc(C(F)(F)F)c3)CC2)cc1 | 0.014
Cc1ccc(-n2nc(-c3cccnc3)cc2C(=O)N2CCOCC2)c(C)c1 | 0.78
Cc1cc(C)cc(OC(=O)CS(=O)c2ccc(C(F)(F)F)cc2[N+](=O)[O-])c1 (stereo not given) | 1.1
CCOC(=O)C1CCN(S(=O)(=O)c2ccc(-c3nc4ccccc4s3)s2)CC1 | 0.12
COc1ccc(C2CC(c3ccccc3)Nc3ncnn32)cc1 (stereo not given) | 0.74
Cc1ccc(-c2nc(-c3cccnc3)no2)c(C)c1 | 1
Cc1cc(=O)oc2ccc(OCC(=O)N3CCc4ccccc43)cc12 | 1.5
CCOc1ccccc1NC(=O)c1ccccc1-c1nc(-c2ccccc2)no1 | -2.7
Cc1cc(C)nc(SCc2nnc(SCC(=O)Nc3cc(C(F)(F)F)ccc3Cl)o2)n1 | -0.1
Cc1nnc(SCC(=O)N2CCN(S(=O)(=O)c3ccc(Cl)cc3)CC2)[nH]c1=O | 0.21
O=C(c1cccc2ccccc12)n1nnc2ccccc21 | 1.2
CCC1CCCCN1c1ccc([N+](=O)[O-])cc1/C=N/NC(=O)Cn1c2ccccc2c(=O)c2ccccc21 (stereo not given) | -2.3
CN(c1cccc(NC(=O)Cc2ccccc2)c1)S(C)(=O)=O | -0.56
CN(C)c1[nH]c(=O)c(C#N)c2c1CCN2Cc1ccccc1 | 1.2
CCOc1ccc(-c2nc(C#N)c(N3CCN(C)CC3)o2)cc1 | 0.37
CC(C)(C)c1ccc(C(=O)N2CCC(=O)N(C(COCc3ccccc3)Cc3ccccc3)CC2)cc1 (stereo not given) | -1.6
Cc1sc(NC(=O)c2cccs2)nc1-c1ccccc1 | -0.17
COc1ccc(-c2cc(C(=O)NCc3ccccc3)no2)cc1OC | 0.067
O=C(NCC(=O)N(Cc1cccs1)C(C(=O)NC1CCCC1)c1ccncc1)c1ccco1 (stereo not given) | 0.53
CCCCn1nc2cc(C(=O)NCc3ccc(OC(F)(F)F)cc3)ccc2c1OC | -0.39
Cc1cc(C(=O)NCc2ccccc2F)cs1 | 0.072
COc1ccc(CNC(=O)CSc2ncn[nH]2)cc1 | 0.65
CCn1c2ccccc2c2cc(NC(=O)c3cccc(OC)c3)ccc21 | -0.14
CCO[C@@H]1OC(C(=O)NCc2nc3ccccc3[nH]2)=C[C@H](C)[C@H]1CCCO | 1.5

5 structures from above, ordered by heavy-atom count, rising.
SMILES | Cav3 T inh
Cc1ccc(-c2nc(-c3cccnc3)no2)c(C)c1 | 1
CCOc1ccc(-c2nc(C#N)c(N3CCN(C)CC3)o2)cc1 | 0.37
Cc1cc(C)cc(OC(=O)CS(=O)c2ccc(C(F)(F)F)cc2[N+](=O)[O-])c1 (stereo not given) | 1.1
CCOC(=O)C1CCN(S(=O)(=O)c2ccc(-c3nc4ccccc4s3)s2)CC1 | 0.12
CCCCn1nc2cc(C(=O)NCc3ccc(OC(F)(F)F)cc3)ccc2c1OC | -0.39

(cont.)
SMILES | Cav3 T inh
Oc1ccc(C=Nc2ccc(N3CCOCC3)cc2)c(O)c1 | -0.014
Cc1noc(C)c1CSCC(=O)OCC(=O)NC1CCCCC1 | 0.55
CCOC(=O)Cn1nnnc1C(C(C)C)N(Cc1cc2c(C)cc(C)cc2[nH]c1=O)C1CCCC1 (stereo not given) | -0.95
Cn1c2c(c(=O)n(C)c1=O)C(c1ccc(C(F)(F)F)cc1)CC(=O)N2 (stereo not given) | 0.28
C=CCn1cc(C(=O)OC)c(=O)c2cc(S(=O)(=O)N3CCC(C)CC3)ccc21 | -0.041
COc1ccc(S(=O)(=O)N2Cc3ccccc3CC2C(=O)O)cc1 (stereo not given) | 0.76
CC(C)(C)C1CCc2c(sc3c2C(=O)NC(c2ccco2)N3)C1 (stereo not given) | -0.12
CCOC(=O)CSC1=C(C#N)C(c2sccc2C)C(C(C)=O)=C(C)N1 (stereo not given) | -1.3
CC(NC(=O)c1ccco1)C(c1cccs1)N1CCN(c2ccccc2F)CC1 (stereo not given) | -0.41
O=C(NCCCN1CCOCC1)c1ccc(-n2nc(C(F)(F)F)cc2-c2cccs2)cc1 | -0.19
O=c1c2ccccc2nc2n1CCCS2 | 1.1
CC(C)C(c1nnnn1C(C)(C)C)N1CCOCC1 (stereo not given) | 0.38
CCOC(=O)c1ccccc1NC(=O)CSc1nc(N)cc(N)n1 | -0.82
Cc1cccc(NC(=O)c2cc3ccccc3o2)c1 | -2.7
O=c1c2ccccc2nc(-c2ccco2)n1/N=C/c1ccccc1O | -0.02
CCCn1nnnc1SCC(=O)Nc1ccc(F)cc1 | -0.85
Cc1oc(C(=O)O)cc1CSCc1cc(C(=O)O)c(C)o1 | -0.0073
COCCn1c(SCC(=O)NCc2ccco2)nc2cccnc21 | -0.28
CN(C)c1nc(N2CCOCC2)nc(N(c2ccccc2)c2ccccc2)n1 | 1.5
CC(C)(C)NS(=O)(=O)c1ccc(CCC(=O)O)cc1 | -0.011
O=C(NCCOC(=O)c1ccc(C(=O)OCCNC(=O)c2cccnc2)s1)c1cccnc1 | 0.46
Cc1ccc(NC(=O)c2cc(N3C(=O)C4CC=CCC4C3=O)ccc2N2CCCCC2)cc1 (stereo not given) | -0.51
COc1ccc(C(=O)NNc2ccccc2)cc1OC | 1.2
Cc1ccc(OCc2nc(C#N)c(N3CCCC3)o2)cc1 | 0.006
O=C(NC(Cc1c[nH]c2ccccc12)c1nnc2n1CCCCC2)c1ccccc1Cl (stereo not given) | -1.9

Of the compounds above, 5 have two or more sulfur atoms:
SMILES | Cav3 T inh
CCOC(=O)C1CCN(S(=O)(=O)c2ccc(-c3nc4ccccc4s3)s2)CC1 | 0.12
Cc1cc(C)nc(SCc2nnc(SCC(=O)Nc3cc(C(F)(F)F)ccc3Cl)o2)n1 | -0.1
Cc1nnc(SCC(=O)N2CCN(S(=O)(=O)c3ccc(Cl)cc3)CC2)[nH]c1=O | 0.21
Cc1sc(NC(=O)c2cccs2)nc1-c1ccccc1 | -0.17
CCOC(=O)CSC1=C(C#N)C(c2sccc2C)C(C(C)=O)=C(C)N1 (stereo not given) | -1.3

Next entries
SMILES | Cav3 T inh
CCN(CC)C(=O)CSc1ncnc2c1nnn2-c1ccc(F)cc1 | 0.73
COc1ccc(NC(=O)CCc2nc(-c3ccccc3F)no2)cc1 | -0.11
O=C(NCc1cccs1)c1cc2c(s1)-c1ccccc1OC2 | -0.014
Cc1ccc(Nc2nc(CSc3nnnn3C)cs2)cc1 | 0.11
O=C(NNC(=O)c1ccco1)c1cccc([N+](=O)[O-])c1 | 0.15
COc1cccc(NC(=O)Cn2c(-c3cncs3)nc3ccccc32)c1 | -0.35
C=CCSc1nnc2nc3c(nn12)c1cc(C)ccc1n3CC=C | 0.81
Cc1cc(C)cc(NS(=O)(=O)c2ccc3[nH]cc(C(=O)NCc4ccco4)c(=O)c3c2)c1 | -1.1
COc1ccc(N=C2S/C(=C\c3cc(C)n(C)c3C)C(=O)N2C)cc1 | -1.7
COC(=O)c1[nH]c2cc(C)ccc2c1NC(=O)CN1CCc2cc(OC)c(OC)cc2C1 | 0.15
O=C(c1cnsn1)N1CCN(c2ccccc2)CC1 | 1.3
Cc1ccc(-n2c(C)nc3c(cnn3-c3ccc(C)c(C)c3)c2=O)cc1C | -0.51
COc1cc2[nH]cc(C(=O)NCCc3ccccc3)c(=O)c2cc1OC | 0.17
COc1ccccc1NC(=S)NC(=O)C(C)C | 0.35
COc1ccc(CC(=O)Nc2ccc(N3CCN(c4ccc(OC)cc4)CC3)c(C#N)c2)cc1 | 0.032
Cc1nnc(SCc2cc(=O)n3[nH]cnc3n2)s1 | 0.36
Cc1ccc(-n2c(Cc3cccn3C)nnc2SCC(N)=O)cc1 | 1.1
O=C1c2ccccc2-c2nc3ccccc3n21 | 0.95
COc1ccc(CCn2c(C)cc(C(=O)CSc3nnnn3C)c2C)cc1 | 0.34
CCOc1ccc(C(O)C(CN2CCOCC2)c2ccccc2)cc1 (stereo not given) | 0.66
CCS(=O)(=O)Nc1ccc(C(=O)CC2(O)C(=O)Nc3ccc(Br)cc32)cc1 (stereo not given) | -0.48
CCOC(=O)c1cccnc1SCC(=O)N(C)c1ccccc1 | -1.6
Oc1ccccc1-c1nc2cnccn2c1Nc1ccc2c(c1)OCCO2 | -2.8
Cc1cc2n(n1)C(c1cccs1)Nc1ccccc1-2 (stereo not given) | -1.8
CC(=O)N1CCc2cc(S(=O)(=O)N3CCOCC3)ccc21 | -0.45

Going on with the list:
SMILES | Cav3 T inh
CC1CCCN(c2ncnc3c2cnn3-c2ccccc2)C1 (stereo not given) | -1.7
COc1cc(C2NC(=O)NC(C)=C2C(=O)OC(C)(C)C)ccc1OCC(=O)O (stereo not given) | -0.57
CCn1nnc(NC(=O)c2cc3ccccc3o2)n1 | 0.38
COC(=O)c1ccc(OC(=O)c2ccco2)cc1 | -0.37
COc1ccc(N(CC(=O)NC2CCCC2)C(=O)c2csnn2)cc1 | -0.12
COc1ccccc1OCCn1c(C(C)O)nc2ccccc21 (stereo not given) | -1
Clc1ccc(CSc2nnc(-c3ccncc3)o2)cc1 | 0.42
O=C1c2ccccc2NC2CCCCC12 (stereo not given) | 0.46
Cc1ccc(C(=O)CC2(O)C(=O)Nc3ccccc32)s1 (stereo not given) | -0.12
O=C(Cn1c(-c2ccccc2)noc1=O)Nc1ccc(N2CCCCCC2)cc1 | -2.6
Cc1cc(NC(=O)c2cccc(S(=O)(=O)N3CCOCC3)c2)c2ccccc2n1 | 0.11
COc1ccc(-c2cc3ccccc3oc2=O)cc1NC(=O)c1cccnc1 | 0.95
Cc1cc(C)n(CC(=O)n2c3ccccc3c3ccccc32)n1 | -0.001
CS(=O)(=O)Nc1cccc(C2=NN(S(=O)(=O)c3ccccc3)C(c3cccs3)C2)c1 (stereo not given) | -1.5
CC1CCCCN1c1nc2nonc2nc1N1CCCCC1C (stereo not given) | -2.3
CCCCNC(=O)c1ccc(CS(=O)(=O)c2ccc(OC)cc2)o1 | 0.86
O=C(CCc1nc2ccccc2[nH]1)Nc1ccccc1 | -0.28
CCCCSc1nnc([C@@H]2CCCN2C(=O)OC(C)(C)C)o1 | 0.83
O=C(O)CCC(=O)Nc1ccc(OCC(=O)O)cc1 | -0.57
CCc1cc2c(=O)c(-c3ccc4c(c3)OCCO4)coc2cc1OC(=O)c1ccco1 | -0.0099
COc1ccc(-c2nc(CS(=O)CC(=O)N3CCCC3)c(C)o2)cc1 (stereo not given) | 0.23
O=C(NCc1ccccc1)c1ccc(OC2CSC2)cc1 | -0.022
CCOC(=O)CSC1=Nc2ccccc2C2=NC(CC(=O)NCc3ccccc3)C(=O)N12 (stereo not given) | 1.7
Cc1cc(S(=O)(=O)NCC(C)C)ccc1OCC(=O)N1CCOCC1 | 1
CCOc1ccccc1-n1c(SCC(=O)NC(C)CC)nnc1-c1ccoc1C (stereo not given) | 0.95
CC1=C(C(=O)O)N2C(=O)C(NC(=O)c3ccn(C)n3)C2SC1 (stereo not given) | 0.89
COc1ccc(-c2nnc(SCC(=O)Nc3cccc(Cl)c3)o2)cc1 | 0.34
N#CC1C(=O)NC(N2CCN(c3ccccc3)CC2)=NC12CCCCC2 (stereo not given) | 0.44
O=C(Nc1ccc(NC(=O)C2CC2)cn1)c1ccccc1Cl | 0.17
Cc1sc(N/N=C/c2cccnc2)nc1-c1ccc(Cl)cc1 | -0.031

High-throughput results from PubChem.
